ERG-DNA inh: blocks human ERG Ets domain binding to DNA; fluorescence polarization, His-ERG Ets domain / labelled DNA; Potency, µM (highest dose often 76.9 µM), for the others: top-dose FP activity, negative = inhibition, hits mostly inhibitors; 370,000 tested, 0.028% active; AID 624246; active means well fitted inhibition curve with a large enough effect in the polarisation, with a control signal flat; inconclusive means small, poorly fitted or top-dose-only effect, or effect the other way, or a change in a side signal; inactive means no such curve, though single readings can be large or run the other way; the % refers to the polarisation;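 further: polarization taken with two DNA probes labelled with fluorescein and Texas red; % of control where 0% means no effect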
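His-tagged ERG Ets domain (1 uM in the protein solution; 300mM KCl, 50mM Tris-HCl, 1mM EDTA, 1mM DTT, pH 7.5) received compound, then a probe mix of 5 nM fluorescein-DNA and 100nM Texas-615-DNA. Fluorescence polarization was read for both dyes.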
GLS inh: blocks human kidney-isoform glutaminase activity. Potency, µM (doses to about 45.5 µM), for the others: top-dose activity change, negative = inhibition, usual class: inhibitors. GLS enzymatic activity, qHTS titration. O94925. AID 624170. 410,000 tested, 0.21% active; further: on the % scale 0 is the no-effect control and ±100 the full control effect
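hKGA in 45 mM KH2PO4 (pH 8.2), 0.02% Tween-20 with compound, then 1mM L-Glutamine (stock as added) plus glutamate oxidase/HRP/Amplex red coupling mix. Fluorescence read initially and after 30 min at RT; signal change reflects glutamate formation.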
ALOX12 inh: blocks human arachidonate 12S-lipoxygenase. 580,000 tested, 1.1% active. purified 12hLO, xylenol orange hydroperoxide absorbance. Potency, µM (doses to about 108 µM), without a hit: top-dose activity change, negative = inhibition, hits mostly inhibitors; further: on the % scale 0 is the no-effect control and ±100 the full control effect
Target sequence (P18054 whole entry, looked up): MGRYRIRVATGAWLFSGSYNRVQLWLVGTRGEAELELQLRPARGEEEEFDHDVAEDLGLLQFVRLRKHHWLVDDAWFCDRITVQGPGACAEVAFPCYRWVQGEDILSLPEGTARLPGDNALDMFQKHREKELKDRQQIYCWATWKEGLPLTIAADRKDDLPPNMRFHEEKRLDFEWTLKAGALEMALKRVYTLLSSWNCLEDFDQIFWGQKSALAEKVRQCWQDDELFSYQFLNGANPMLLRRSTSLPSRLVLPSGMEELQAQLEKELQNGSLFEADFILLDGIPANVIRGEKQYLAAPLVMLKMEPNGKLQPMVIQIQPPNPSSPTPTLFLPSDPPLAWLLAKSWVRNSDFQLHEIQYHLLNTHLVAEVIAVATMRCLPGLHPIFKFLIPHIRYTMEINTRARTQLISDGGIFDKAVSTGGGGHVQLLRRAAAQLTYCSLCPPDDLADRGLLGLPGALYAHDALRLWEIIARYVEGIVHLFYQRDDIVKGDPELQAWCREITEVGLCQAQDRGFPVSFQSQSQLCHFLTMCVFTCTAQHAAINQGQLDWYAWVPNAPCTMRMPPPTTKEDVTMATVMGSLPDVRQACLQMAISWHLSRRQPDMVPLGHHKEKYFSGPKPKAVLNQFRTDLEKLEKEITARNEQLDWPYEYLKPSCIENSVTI
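Hydroperoxide product was detected by ferrous iron/xylenol orange as the 573 to 405 nm absorbance ratio. Arachidonic acid at 40 uM (final) was turned over for 30 min at room temperature by 150 nM human 12hLO, pH 7.0 Hepes buffer, after 15 min compound preincubation.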
JMJD2A Tudor inh: blocks the human JMJD2A Tudor domain | 390,000 tested, 4.4% active | AID 504339 | Potency, µM (doses to about 114 µM), for the others: at the top dose activity change, negative = inhibition, actives largely listed as inhibitors | AlphaScreen JMJD2A-Tudor / H3K4me3 peptide binding | O75164; further: on the % scale 0 is the no-effect control and ±100 the full control effect; nearly all actives have a fitted effect of over 50% in size
Tb PGK inh: T. brucei PGK inhibition; AID 602233; P07378; PGK/GAPDH coupled, Kinase-Glo luminescence, 60 min; 380,000 tested, 0.043% active; Potency, µM (titrated, usually from 57.5 µM), for the others: top-dose activity change, negative = inhibition, usual class: inhibitors; further: on the % scale 0 is the no-effect control and ±100 the full control effect; nearly all actives have a fitted effect of over 60% in size
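Luminescent ATP detection (Kinase-Glo Plus) follows a 60-minute room-temperature incubation, with wells lacking PGK as controls. Buffer: 100 mM TEA (pH 7.6), 5 mM MgCl2, 0.01% Tween-20. Coupling enzyme GAPDH (100 nM final) supplies unstable 1,3-BPG in-well.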
RGS4 inhibitor: inhibitors of human regulator of G protein signaling 4; 390,000 tested, 0.039% active; Transcreener GDP fluorescence polarization, RGS4-accelerated GTP hydrolysis; P49798; Potency, µM (top dose mostly 114 µM), for inactives: at the top dose activity change, negative = inhibition, actives largely listed as inhibitors; further: on the % scale 0 is the no-effect control and ±100 the full control effect; nearly all actives have a fitted effect of over 75% in size; some results filed as inactive show a strong effect at the top dose
Target sequence (P49798 whole entry, looked up): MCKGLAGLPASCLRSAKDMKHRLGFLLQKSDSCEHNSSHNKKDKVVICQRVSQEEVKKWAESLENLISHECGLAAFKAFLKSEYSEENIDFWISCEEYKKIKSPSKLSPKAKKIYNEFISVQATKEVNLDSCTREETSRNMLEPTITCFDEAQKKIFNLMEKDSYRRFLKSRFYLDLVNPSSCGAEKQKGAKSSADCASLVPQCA
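MLSMR compounds (23 nl, pin-transferred) preincubated 10 min at room temperature with a 500nM (2x) first reagent, then RGS4 at 900nM (2x) plus Transcreener GDP mix added; fluorescence polarization (620/688 nm) read before and after 90 min at 30 °C.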
TrxR1 inh: inhibitors of rat thioredoxin reductase 1. O89049. recombinant rTrxR1, NADPH fluorescence consumption, selenite substrate. Potency, µM (doses to about 114 µM), inactives show top-dose activity change, negative = inhibition, actives largely listed as inhibitors. 390,000 tested, 1% active. AID 588453; further: on the % scale 0 is the no-effect control and ±100 the full control effect; nearly all actives have a fitted effect of over 65% in size
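Rat TrxR1 (90 nM in the dispensed reagent) was pre-reduced with 400 uM NADPH for 5 min at room temperature, then incubated with compound for 15 min. After 400 uM selenite was added, NADPH fluorescence (Ex 340/Em 450 nm) was followed for 8 min.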
HP1b chromo inh: blocks HP1-beta chromodomain binding to methylated histone tails. P83916. AlphaScreen HP1-beta / biotin-H3K9me3 peptide binding. Potency, µM (doses to about 114 µM), for the others: at the top dose activity change, negative = inhibition, actives largely listed as inhibitors. 390,000 tested, 0.56% active; further: nearly all actives have a fitted effect of over 70% in size; inactives centre near 23
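AlphaScreen: HP1-beta (50 nM) preformed 30 min with biotin-H3(1-18)K9me3 peptide (50 nM) in PBS pH 7.4, 0.01% Tween-20. Compound added for 30 min at RT, then streptavidin donor/nickel chelate acceptor beads (10 ug/mL) for 30 min.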
Pin1 inhibitor: blocks the human prolyl isomerase Pin1; Q13526; Pin1 FP peptide displacement, HiFluor488, 10 min; Potency, µM (titrated, usually from 115 µM), inactives show top-dose activity, negative = inhibition, actives largely listed as inhibitors; 390,000 tested, 0.009% active; active means well fitted inhibition curve with a large enough effect in the polarisation, with a control signal flat, not every such curve was filed as active; inconclusive means small, poorly fitted or top-dose-only effect, or effect the other way, or a change in a side signal; inactive means no such curve, though single readings can be large or run the other way; the % refers to the polarisation; further: on the % scale 0 is the no-effect control and ±100 the full control effect
Target sequence (Q13526 whole entry, looked up): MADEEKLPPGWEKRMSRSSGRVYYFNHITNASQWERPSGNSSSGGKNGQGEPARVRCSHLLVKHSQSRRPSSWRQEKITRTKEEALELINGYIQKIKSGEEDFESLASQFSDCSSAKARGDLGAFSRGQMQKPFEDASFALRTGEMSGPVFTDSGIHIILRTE
Active calls of the source: *; i = inactive; ? = inconclusive; . = no result given; [ ] = dose if it differs, or a comment. Unless noted, the call rests on the fitted dose curve; in most records, active means well fitted curve in the direction sought with a large enough effect; inconclusive means small, poorly fitted or top-dose-only effect, or another doubt; inactive means no such curve, though single readings can be large; an effect the other way counts as inactive or inconclusive. Potency means the concentration at half of the fitted maximal effect. The list is partial (hit frequency here may not be typical).

(1) O=C(COc1ccc(Br)cc1)Nc1ccncc1
(2) O=C1N(Cc2ccc(F)cc2)CCN1c1ccc(F)cc1
(3) CCN(CC)c1ccc(/C=C(/C#N)C(=O)NCc2ccccc2)o1
(4) NC(=O)CC(NC(=O)Cc1ccc(Br)cc1)c1ccc(N2CCCCCCC2)c([N+](=O)[O-])c1 (centres undefined)
(5) CCOc1ccc(NC(=O)CCc2c(C)nc3c(c(C)nn3-c3ccccc3)c2C)cc1
(6) COc1cccc(N2C(=O)C(CC(=O)Nc3ccc(F)cc3)N(C3CCCCC3)C2=O)c1 (centres undefined)
(7) CCOc1ccc2oc(C(=O)OCC(=O)NC3CCCC3)c(C)c2c1
(8) COc1ccc(C(=O)Nc2ccc(-c3cn4ccsc4n3)cc2)cc1S(=O)(=O)N1CCOCC1
compound no.	1	2	3	4	5	6	7	8
Tb PGK inh	-1%	2%	-2%	-5%	1%	5%	-4%	-6%
ERG-DNA inh	-10%	-2%	6%	-2%	3%	1%	-7%	12%
HP1b chromo inh	35%	31%	-18%	28%	38%	21%	25%	17%
GLS inh	6%	-4%	1%	2%	12%	4%	-5%	-2%
TrxR1 inh	0%	-5%	?	7%	-6%	16%[57.1 µM]	9%	-2%[57.1 µM]
JMJD2A Tudor inh	-2%	2%	-12%	-13%	-2%	-11%	8%	-14%
Pin1 inhibitor	-4%	3%	?	-5%	-1%	-3%	-7%	4%
RGS4 inhibitor	17%	7%	?	-6%	21%	8%	-17%	4%
ALOX12 inh	-3%	-6%	?	-19%	-27%	-8%	374%[activator]	5%

(9) COc1ccccc1CCNC(=O)CSc1nc(-c2ccco2)cc(C(F)(F)F)n1
(10) COc1ccccc1C(=O)N/C(=C\c1cn(C)c2ccccc12)C(=O)N1CCOCC1
(11) COc1ccc(C2c3[nH]c4ccccc4c3CCN2Cc2ccoc2)c(F)c1 (centres undefined)
(12) COc1ccc(CCN2CC(C(=O)N(C)CC(=O)Nc3ccc(Cl)c(C(F)(F)F)c3)CC2=O)cc1OC (centres undefined)
(13) CC(=O)Nc1ccc(NC(=O)CSc2nccn2Cc2ccc(Cl)cc2)cc1
(14) COc1ccccc1NS(=O)(=O)c1ccc(OC)c(OC)c1
(15) Cc1ccc(C(=O)N(CC(=O)NC2CCCC2)Cc2cccs2)s1
(16) CCc1ccc(CN2CCC(n3nccc3NC(=O)c3ccccc3C)CC2)cc1
compound no.	9	10	11	12	13	14	15	16
Tb PGK inh	i	-8%	3%	-7%	1%	-11%	0%	3%
ERG-DNA inh	-19%	0%	-1%	-11%	8%	11%	2%	10%
HP1b chromo inh	51%[activator]	29%	-12%	26%	9%	56%[activator]	9%	10%
GLS inh	2%	1%	7%	6%	-2%	12%	3%	3%
TrxR1 inh	15%	0%	?	-5%	18%	6%	-1%	13%
JMJD2A Tudor inh	15%	-11%	?	-10%	-26%	-18%	-12%	-23%
Pin1 inhibitor	0%	-5%	4%	-1%	1%	-6%	?	6%
RGS4 inhibitor	-8%	-3%	-19%	15%	4%	?	29%	20%
ALOX12 inh	2%	13%	-9%	4%	-10%	0%	3%	0%

Full records, looked up by structure:
COc1ccc(C2c3[nH]c4ccccc4c3CCN2Cc2ccoc2)c(F)c1 (centres undefined) is entered as Tb PGK inh: 3%; ERG-DNA inh: -1%; HP1b chromo inh: -12%; GLS inh: 7%; TrxR1 inh: ?; JMJD2A Tudor inh: ?; Pin1 inhibitor: 4%; RGS4 inhibitor: -19%; ALOX12 inh: -9%
COc1ccc(CCN2CC(C(=O)N(C)CC(=O)Nc3ccc(Cl)c(C(F)(F)F)c3)CC2=O)cc1OC (centres undefined) is entered as Tb PGK inh: -7%; ERG-DNA inh: -11%; HP1b chromo inh: 26%; GLS inh: 6%; TrxR1 inh: -5%; JMJD2A Tudor inh: -10%; Pin1 inhibitor: -1%; RGS4 inhibitor: 15%; ALOX12 inh: 4%

More structures
(17) Cc1cc2oc(C(=O)Nc3ccc(S(=O)(=O)Nc4nccs4)cc3)cc(=O)c2cc1Cl
(18) Cc1cccc([C@@H]2[C@@H]3C(=O)N(Cc4ccccc4)C(=O)[C@@H]3[C@]3(CC(C)C)C(=O)N(c4cccc(F)c4)C(=O)N23)c1
(19) COC(=O)COc1ccc2c(-c3ccc(OC)cc3)cc(=O)oc2c1
(20) CS(=O)(=O)c1ccccc1-c1nnc(NC(=O)c2ccc(S(=O)(=O)N3CCCC3)cc2)o1
(21) Cc1cc(NC(=O)c2cc(-c3ccc(Cl)c(Cl)c3)on2)n(-c2ccccc2)n1
(22) Cc1cc(=O)n2nc(N3CCCC3C(=O)NCc3ccccn3)sc2n1 (centres undefined)
(23) C=CCCC(=O)N1C[C@H]2CON(C)[C@H]2C[C@H]1c1cccc(Nc2ccccc2)c1
(24) O=C1ON=C(c2ccccc2)/C1=C/c1cccnc1
compound no.	17	18	19	20	21	22	23	24
Tb PGK inh	0%	1%	-2%	-2%	7%	1%	2%	-6%
ERG-DNA inh	5%	21%	3%	-3%	9%	-5%	5%	-4%
HP1b chromo inh	8%	46%[activator]	6%	32%[activator]	29%	28%	20%	21%
GLS inh	2%	-8%	2%	-4%	2%	-4%	0%	21%
TrxR1 inh	4%	6%[57.1 µM]	-11%[57.1 µM]	-8%	7%	7%	2%	21%
JMJD2A Tudor inh	-30%	-16%	0%	?	-5%	13%	-14%	-6%
Pin1 inhibitor	?	14%	0%	3%	4%	1%	-2%	-3%
RGS4 inhibitor	?	-13%	-22%	-20%	8%	-15%	17%	26%
ALOX12 inh	-9%	3%	32%[activator]	-13%	?	17%	?	-3%

Grouped by structure: the entries above containing a CF3 group.
(9) COc1ccccc1CCNC(=O)CSc1nc(-c2ccco2)cc(C(F)(F)F)n1
(12) COc1ccc(CCN2CC(C(=O)N(C)CC(=O)Nc3ccc(Cl)c(C(F)(F)F)c3)CC2=O)cc1OC (centres undefined)
compound no.	9	12
Tb PGK inh	i	-7%
ERG-DNA inh	-19%	-11%
HP1b chromo inh	51%[activator]	26%
GLS inh	2%	6%
TrxR1 inh	15%	-5%
JMJD2A Tudor inh	15%	-10%
Pin1 inhibitor	0%	-1%
RGS4 inhibitor	-8%	15%
ALOX12 inh	2%	4%

(list continues)
(25) Cc1cccc(N(C)S(=O)(=O)c2nnc(NC(=O)c3ccco3)s2)c1
(26) COc1cccc2c1Oc1nc(-c3ccccc3)nc(SCC(=O)N3CCCCC3)c1C2
(27) Cc1ccccc1C(C(=O)NCc1ccco1)N(CC1CCCO1)C(=O)Cn1nnc2ccccc21 (centres undefined)
(28) CCOC(=O)c1cnc2c(Cl)c(Cl)ccc2c1Nc1ccc(N(C)C)cc1
(29) C=CCn1c(=O)c2c(nc3n2CCCN3CCc2ccc(OC)c(OC)c2)n(C)c1=O
(30) CCC1(c2ccccc2)NC(=O)N(CC(=O)Nc2ccc(S(N)(=O)=O)cc2)C1=O (centres undefined)
(31) N#Cc1ccc(COC(=O)CSc2nnc(C3CCCCC3)n2N)cc1
(32) CCOc1ccc(C2C(C(=O)c3cccs3)=C(O)C(=O)N2CCCn2ccnc2)cc1 (centres undefined)
compound no.	25	26	27	28	29	30	31	32
Tb PGK inh	i	7%	1%	i	-5%	-4%	-6%	8%
ERG-DNA inh	-2%	-6%	-1%	0%	-2%	5%	9%	-3%
HP1b chromo inh	46%[activator]	31%	17%	1%	19%	14%	39%	2%
GLS inh	2%	-3%	7%	-7%	1%	-5%	-3%	9%
TrxR1 inh	23%	9%	0%[57.1 µM]	39%[activator]	17%	40%[57.1 µM]	32%	-3%
JMJD2A Tudor inh	5%	-15%	-14%	?	?	-4%	-1%	?
Pin1 inhibitor	-2%	-9%	1%	-8%	-11%	-2%	-6%	-4%
RGS4 inhibitor	11%	13%	-27%	-8%	-10%[56.9 µM]	-7%	-2%	-19%
ALOX12 inh	5%	-17%	0%	?	9%	-12%	-18%	.

(33) COc1ccccc1C1NC(c2ccc3c(c2)OCO3)=CC(c2cc(Cl)ccc2O)N1 (centres undefined)
(34) CCN(CC)S(=O)(=O)c1cc(C(=O)OCC(=O)Nc2ccc(-c3nc4ccc(C)cc4s3)cc2)ccc1F
(35) Nc1ccc2c(c1)COC2=O
(36) O=C(O)CC1(CC(=O)Nc2ccc(F)c(Cl)c2)CCCCC1
(37) O=C(OCC(=O)N1CCCCCC1)c1cccs1
(38) C/C(=N\OCC(=O)Nc1ccc(Br)cc1)c1cccs1
(39) Cc1cccc(N(C(=O)c2snc(C(N)=O)c2N)C(C(=O)NCC2CCCO2)c2ccc(N(C)C)cc2)c1 (centres undefined)
compound no.	33	34	35	36	37	38	39
Tb PGK inh	.	-6%	-10%	-6%	-12%	-8%	i
ERG-DNA inh	.	-4%	-2%	-2%	-2%	0%	10%
HP1b chromo inh	11%[57 µM]	8%	18%	32%	1%	107%[activator]	-6%
GLS inh	.	2%	4%	2%	2%	0%	-2%
TrxR1 inh	3%	1%	15%[57.1 µM]	32%[57.1 µM]	29%	30%	16%[57.1 µM]
JMJD2A Tudor inh	-21%[57.1 µM]	-6%	-14%	-4%	-18%	47%[activator]	-14%
Pin1 inhibitor	40%[activator]	0%	-9%	1%	-2%	0%	-1%
RGS4 inhibitor	-20%	-41%	15%	-23%	-12%	19%	23%
ALOX12 inh	.	2%	9%	28%	405%[activator]	-29%	19%

Screening data: PubChem, National Center for Advancing Translational Sciences (NCATS)
